Compound activity: PubChem, several laboratories
S1P3 antagonist – S1P3 receptor antagonists, primary screen, cell-based; Sphingosine 1-phosphate receptor 3 (Homo sapiens), Q99500; CHO S1P3 NFAT-BLA reporter, FRET fluorescence, antagonist mode; 0.27% of 170,000 active; inhibition, % at 4.98 µM; AID 485, 2006;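 active = inhibition above the plate cutoff, the mean inhibition of test wells on that plate plus 3 SD, cut at about 28% in these data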;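 note: cells challenged with S1P at its EC80 of 0.8 µM; blue over green emission ratio from cleaved BLA substrate after 4 h stimulation; 0% = S1P-stimulated wells and 100% = unstimulated DMSO-only wells; some compounds past the cut are filed as inactive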
ROMK primary – ROMK potassium channel modulators, primary screen, cell-based, thallium flux, MLSMR library; 2% of 130,000 active; Tet-inducible ROMK, thallium flux fluorescence; actives lie on both sides; ATP-sensitive inward rectifier potassium channel 1 (Homo sapiens), P48048; AID 1918, 2009; B-score at 10 µM;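 active = signal ratio slope over the read window, or its plate-corrected B-score, at least 3 SD from the plate mean, either direction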;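 note: B-score of the F/F0 ratio slope over 7 to 12 s after thallium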
Target sequence (P48048 whole entry, looked up): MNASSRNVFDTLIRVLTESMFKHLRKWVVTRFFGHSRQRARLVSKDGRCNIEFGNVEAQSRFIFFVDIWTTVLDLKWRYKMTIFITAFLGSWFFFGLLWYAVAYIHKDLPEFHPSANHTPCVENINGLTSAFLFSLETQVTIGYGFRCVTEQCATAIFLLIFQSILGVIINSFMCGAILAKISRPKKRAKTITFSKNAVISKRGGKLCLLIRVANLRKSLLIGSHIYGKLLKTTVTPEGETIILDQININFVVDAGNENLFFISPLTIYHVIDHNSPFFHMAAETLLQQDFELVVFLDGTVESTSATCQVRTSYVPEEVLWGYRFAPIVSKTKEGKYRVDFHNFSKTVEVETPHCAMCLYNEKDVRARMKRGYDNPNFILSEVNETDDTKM
Diaphorase inh – diaphorase inhibitors and chemical oxidizers, primary screen, counter-screen for diaphorase-coupled primary assays, biochemical, uHTS, resorufin fluorescence; diaphorase resazurin-to-resorufin fluorescence, NADH, 16 min; bacterial (C. kluyveri) enzyme, not human; inhibition, % at 20 µM; 0.69% of 190,000 active; AID 1217, 2008;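 active = primary screen inhibition at 20 µM above a set limit, cut at about 50% in these data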;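 note: plate controls were DMSO with full reaction for no effect and wells lacking NADH for full effect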
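Test system: bacterial diaphorase enzyme (C. kluyveri); Quantity: 0.14 U/mL diaphorase, enzyme working solution; Times: reaction incubation of 16 min at room temperature; Measured by: fluorescence of resorufin formed from resazurin, Ex 544/Em 590 nm; Benchmarks: positive control minus NADH, DMSO neutral control.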
PPARg SRC-2 ag – agonists of PPARg-SRC-2 recruitment, primary screen, biochemical, HTS; Peroxisome proliferator-activated receptor gamma (Homo sapiens), P37231; activation, % at 8 µM; PPARgamma LBD-SRC-2 recruitment; 0.34% of 200,000 active; AID 1032, 2008; in the data active = activation above about 22%;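 note: 0% = vehicle and 100% = reference agonist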
Target sequence (P37231 whole entry, looked up, the tested form may be a part): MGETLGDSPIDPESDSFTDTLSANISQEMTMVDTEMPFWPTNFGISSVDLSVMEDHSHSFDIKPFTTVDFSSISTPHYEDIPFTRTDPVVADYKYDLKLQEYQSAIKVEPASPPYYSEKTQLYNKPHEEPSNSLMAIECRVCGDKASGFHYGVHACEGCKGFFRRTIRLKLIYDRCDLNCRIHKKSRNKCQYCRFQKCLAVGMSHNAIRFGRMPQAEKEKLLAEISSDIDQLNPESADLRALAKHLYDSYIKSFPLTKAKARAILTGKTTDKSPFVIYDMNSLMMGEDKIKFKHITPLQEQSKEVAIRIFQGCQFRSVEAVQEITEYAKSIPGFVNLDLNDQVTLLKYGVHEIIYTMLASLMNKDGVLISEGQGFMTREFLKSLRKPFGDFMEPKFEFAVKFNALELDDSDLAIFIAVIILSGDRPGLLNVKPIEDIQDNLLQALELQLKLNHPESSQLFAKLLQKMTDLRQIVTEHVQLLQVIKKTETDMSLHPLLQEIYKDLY
PMI act – activators of human PMI, primary screen, biochemical, fluorescence intensity, near-Km mannose 6-phosphate; Mannose-6-phosphate isomerase (Homo sapiens), P34949; purified human PMI, coupled resazurin fluorescence, 20 min; hits give high values; 1 = vehicle control, 0 substrate-free wells; activation factor at 20 µM; 0.005% of 190,000 active; AID 1214, 2008;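 active = activation factor of 2 or more at 20 µM, relative to plate controls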
PMI act satM6P – human PMI activators, high substrate, primary screen, biochemical, fluorescence intensity, near-saturating mannose 6-phosphate. 0.34% of 190,000 active. Mannose-6-phosphate isomerase (Homo sapiens), P34949. AID 1216, 2008. coupled PMI enzyme assay, resazurin fluorescence, 20 min; hits give high values; 1 = untreated enzyme, 0 = substrate-free blank. activation factor at 20 µM;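 active = activation factor of 2 or more at 20 µM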
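Test system: human phosphomannose isomerase with PGI, G6PDH, diaphorase coupling enzymes / Doses: 20 µM compound, 1% DMSO / Times: enzyme reaction with compound 20 min at room temperature / Measured by: Diaphorase-driven resazurin-to-resorufin fluorescence, excitation 544, emission 590 nm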
TR-FRET SRC-2 ct – TR-FRET signal artefacts, primary screen, artefact control for PPARgamma SRC-2 agonist project, biochemical; TR-FRET artefact counter-screen; hits give high values; TR-FRET ratio at 8 µM; 0.4% of 200,000 active; AID 1049, 2008; in the data active = TR-FRET ratio above about 2000; note: inactives centre near 1500
PPARg SRC3 recr – PPARgamma agonists recruiting SRC-3 coactivator, primary screen, biochemical; Peroxisome proliferator-activated receptor gamma (Homo sapiens), P37231; biochemical PPARgamma/SRC-3 coactivator recruitment assay; activation, % at 8 µM; 0.26% of 200,000 active; AID 731, 2007; in the data active = activation above about 23%;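 note: 0% = DMSO and 100% = reference agonist; some compounds past the cut are filed as inactive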
G6PDH counter – L. mesenteroides G6PDH inhibitors, counter-screen for G6PDH-coupled screening assays, biochemical, Leuconostoc mesenteroides enzyme; Purified L. mesenteroides G6PDH, diaphorase/resazurin coupled fluorescence, 45 min; inhibition, % at 5 µM; glucose-6-phosphate dehydrogenase [Leuconostoc mesenteroides]; 0.12% of 200,000 active; in the data active = inhibition above about 50%
PPARg SRC-1 ag – PPARgamma agonists recruiting SRC-1 coactivator, primary screen, biochemical; PPARgamma-SRC-1 coactivator recruitment biochemical assay; activation, % at 8 µM; 0.41% of 200,000 active; AID 631, 2007; in the data active = activation above about 19%;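 note: 0% = DMSO and 100% = reference agonist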
Diaphorase act – compounds boosting diaphorase resazurin reduction – biochemical, uHTS, resorufin fluorescence, counter-screen for diaphorase-coupled primary assays, primary screen; activation factor at 20 µM; AID 1229, 2008; Diaphorase/resazurin coupled assay, 16 min; hits give high values; 1 = vehicle wells, 0 = NADH-free wells; 0.005% of 190,000 active;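 active = diaphorase activity raised at least twofold by the compound at 20 µM; inactive = activation factor below 2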
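Material: bacterial diaphorase enzyme (C. kluyveri); amount: enzyme 0.07 U/mL final; reagent: NADH substrate 0.114 mM plus resazurin dye 0.1 mM, final; doses: single compound dose of 20 µM, 1% DMSO final; timing: 16 min enzyme reaction, ambient temperature; measured by: fluorescence of resorufin, 544 nm excitation, 590 nm emission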
Active calls of the source: *; x = no result given.

Value order – S1P3 antagonist, ROMK primary, Diaphorase inh, PPARg SRC-2 ag, PMI act, PMI act satM6P, TR-FRET SRC-2 ct, PPARg SRC3 recr, G6PDH counter, PPARg SRC-1 ag, Diaphorase act
1	CCC(NC(=O)CCc1ccccc1)c1ccccc1 (stereo not given)
→ -15, -0.45, -2, -1, 1, 1, 1479, -1, -1, 7, 1
2	O=C(Nc1nc(-c2cccs2)cs1)c1ccc(S(=O)(=O)N2CCCC2)cc1
→ 21, x, 30, 0, 0.9, 0.8, 2064*, 4, 4, -5, 0.7
3	Cn1ncc(N=Cc2ccccc2O)c1C(=O)Nc1ccccc1
→ x, -0.42, 13, 10, 0.9, 0.8, 1502, -3, -2, 0, 0.9
4	O=C(O)CC(NC(=O)Cc1ccc(Cl)cc1)c1ccco1 (stereo not given)
→ -3, 0.22, 11, -1, 1, 0.9, 1632, 0, 11, 0, 0.9
5	CCOC(=O)c1ccc(S(=O)(=O)N2CCN(C(=O)c3nn(C)c(=O)c4ccccc34)CC2)cc1
→ 6, 0.65, 0, -2, 1, 1, 1625, 6, 7, 5, 1
6	Cc1ccc(-c2cc(C(=O)OC3CCOC3=O)c3ccccc3n2)c(C)c1 (stereo not given)
→ 2, -0.045, 28, -8, 0.8, 0.9, 1353, -5, 13, -2, 0.7
7	COC(=O)c1ccc(-c2nc3cc(Cl)c(N)cc3s2)cc1
→ x, x, 11, -6, 0.8, 0.8, 1392, -6, -4, -2, 0.9
8	CCC1CCCCN1C(=O)COC(=O)c1ccc(S(=O)(=O)N2CCOCC2)cc1 (stereo not given)
→ -5, x, 11, 5, 1, 1, 1711, 0, -1, -2, 0.9
9	CC(C)Oc1cccc(-c2cc(C(=O)N3CCN(c4ncccn4)CC3)c3ccccc3n2)c1
→ x, x, -2, 4, 1, 1, 1729, 2, 7, 8, 1
10	Cc1ccc(S(=O)(=O)Nc2ccc(S(=O)(=O)N3CCCC3)cc2)cc1
→ -32, x, -12, 3, 1.1, 1.1, 1681, 16, 15, 9, 1.1
11	Cc1ccc(C(C)NC(=O)C23CC4CC(CC(C4)C2)C3)cc1 (stereo not given)
→ -12, 1, 8, 4, 0.9, 0.9, 1534, 9, -5, 4, 0.9
12	Cc1ccc(OCCSc2nnc(-c3cccs3)n2C)cc1
→ x, -0.89, 18, -2, 0.9, 0.9, 1363, -3, -1, -8, 0.8
13	O=C(Cn1c(=O)c(=O)n(Cc2ccccc2)c2ccc(Cl)cc21)Nc1cc(F)ccc1F
→ 0, -1.1, 24, 10, 0.9, 0.8, 1616, 7, -1, 1, 0.8
14	COc1ccc(CCn2c(Br)nc3c2c(=O)[nH]c(=O)n3C)cc1
→ x, x, -11, 14, 1.4, 1.3, 1753, 4, -5, 2, 1.1
15	Cc1cc(=O)oc2cc(OCC(=O)OCC(=O)N3CCc4ccccc43)ccc12
→ -17, x, 26, 3, 0.8, 0.8, 1571, -3, -49, 1, 0.7
16	Cc1ccc(C(=O)N(CC(=O)NC2CCCC2)c2ccccc2C)s1
→ -4, -1.5, -16, 13, 1.2, 1.1, 1815, 0, 10, 7, 1.2
17	O=C(Nc1ccccc1)c1cc2c(=O)c3ccccc3oc2nc1C(F)(F)F
→ x, x, 10, 0, 1, 1, 1555, -2, -2, -2, 0.9
18	CCN(CC)S(=O)(=O)c1cccc(-c2nnc(SC(C)C(N)=O)n2CCc2ccccc2)c1 (stereo not given)
→ x, x, 5, -7, 1, 1, 1402, -16, -2, -3, 0.9
19	OC(CNCc1ccccc1C(F)(F)F)C(F)(F)F (stereo not given)
→ -24, 0.83, -20, 2, 1.1, 1, 1479, -1, 9, 6, 1.2
20	O=C(CSc1nnc(-c2ccncc2)n1-c1ccccc1Cl)Nc1ccc(C(=O)O)cc1
→ -3, 0.27, 2, 0, 1.3, 1.2, 1620, 6, -4, 10, 1
21	CC1(C)C(=O)Nc2ccccc2N1C(=O)CN1C(=O)C(=O)N(C2CCCC2)C1=O
→ -30, 0.12, 4, 0, 1, 1, 1838, 1, -5, 3, 1
22	CCC(C)(C(=O)NC1CCCCC1)N(Cc1ccco1)C(=O)CC1NC(=O)NC1=O (stereo not given)
→ x, x, 25, 2, 0.9, 1, 1565, -2, -3, 4, 0.7
23	CN=C(Nc1ccccc1)SC1CC(=O)N(c2ccc(C(=O)OC)cc2)C1=O (stereo not given)
→ x, 0.057, 2, 10, 1, 1, 1565, 10, 6, 7, 1
24	Cc1ccc(N2C(N)=C(C#N)C(c3cccnc3)C3=C2CC(C)(C)CC3=O)cc1 (stereo not given)
→ 8, -0.44, 20, 10, 0.8, 0.9, 1550, -7, -4, 1, 0.8
25	CN1C(=S)NC(C)(C)CC1(C)c1ccc(O)cc1O (stereo not given)
→ -2, -0.36, 21, -4, 1, 0.9, 1351, 0, -10, 0, 0.8
26	CC(C)CCNC(=O)NC(=O)COC(=O)/C=C/c1cccc([N+](=O)[O-])c1
→ -19, -1.1, 0, 3, 1.1, 1, 1343, 3, 12, 13, 1
27	c1ccc2[nH]c(SCc3cscn3)nc2c1
→ 2, x, 8, 3, 0.9, 0.9, 1729, 2, -8, 2, 0.9
28	Cc1cc(N2CCN(C)CC2)nc2ccc(NC(=O)CCC(=O)NCCC3=CCCCC3)cc12
→ 6, x, x, -3, x, x, 1517, 0, x, 4, x
29	CCC1CCCCN1CCCNC(=O)CNC(=O)Cn1ccc2ccccc2c1=O (stereo not given)
→ x, 1.4, 0, 3, 1, 0.9, 1546, -7, -4, 1, 1
30	CS(=O)(=O)NN1C(=O)c2ccccc2NC1c1cc2ccccc2nc1Cl (stereo not given)
→ 13, -0.68, 8, 4, 0.9, 1, 1643, 0, 10, 5, 0.9

An excerpt from above in order of heavy-atom count, lowest first.
Value order – S1P3 antagonist, ROMK primary, Diaphorase inh, PPARg SRC-2 ag, PMI act, PMI act satM6P, TR-FRET SRC-2 ct, PPARg SRC3 recr, G6PDH counter, PPARg SRC-1 ag, Diaphorase act
27	c1ccc2[nH]c(SCc3cscn3)nc2c1
→ 2, x, 8, 3, 0.9, 0.9, 1729, 2, -8, 2, 0.9
26	CC(C)CCNC(=O)NC(=O)COC(=O)/C=C/c1cccc([N+](=O)[O-])c1
→ -19, -1.1, 0, 3, 1.1, 1, 1343, 3, 12, 13, 1
28	Cc1cc(N2CCN(C)CC2)nc2ccc(NC(=O)CCC(=O)NCCC3=CCCCC3)cc12
→ 6, x, x, -3, x, x, 1517, 0, x, 4, x

Later entries:
Value order – S1P3 antagonist, ROMK primary, Diaphorase inh, PPARg SRC-2 ag, PMI act, PMI act satM6P, TR-FRET SRC-2 ct, PPARg SRC3 recr, G6PDH counter, PPARg SRC-1 ag, Diaphorase act
31	CCC(CC)NC(=O)CSc1nnc(-c2c[nH]c3ccccc23)o1
→ -26, -1.1, 20, 14, 1, 0.9, 1723, 6, 0, 14, 0.8
32	CCOc1cc(C2C(C(=O)N3CCOCC3)=C(C)NC3=C2C(=O)CCC3)ccc1O (stereo not given)
→ x, x, 19, 9, 0.9, 0.9, 1488, 11, 17, 5, 0.8
33	Cc1c(N2C(=O)/C(=C\c3cccc4ccccc34)SC2=S)c(=O)n(-c2ccccc2)n1C
→ x, x, 35, 4, 0.8, 0.8, 1502, 4, -53, 3, 0.7
34	COc1ccc(C2=Nc3ccc(Br)cc3C(c3ccccc3)N2CC(=O)NN)cc1 (stereo not given)
→ 1, 0.45, 6, -1, 1, 1.1, 1413, -3, 10, 1, 0.9
35	CCOC(=O)c1c(C)nc(SCC(N)=O)c(C#N)c1-c1ccccc1
→ -18, 0.5, 3, -8, 1.1, 1, 1317, -5, -2, -5, 1
36	COc1ccc2c(CC(=O)NCc3ccc4c(c3)OCO4)coc2c1
→ -13, x, 14, 5, 0.9, 0.9, 1601, 11, -19, 0, 0.9
37	Clc1ccc2c(c1)c1cc(Cl)ccc1n2CN1CCOCC1
→ x, 0.0031, 12, 1, 0.9, 0.9, 1489, -6, 5, -2, 0.9
38	Cc1cc(C(=O)COc2nncc3ccccc23)c(C)n1C
→ -38, 1.8, 38, -7, 1, 0.9, 1405, -11, -4, 0, 0.6
39	Cc1ccc(NC(=S)NNC(=O)c2nn(C)c(C)c2Cl)cc1
→ x, x, -9, -7, 1.1, 1.1, 1465, 2, 6, 5, 1.1
40	CCOC(=O)N1CCC(N(C(=O)Nc2ccc(CC)cc2)C(C)CC)CC1 (stereo not given)
→ -5, -1.1, 11, 9, 1.1, 1, 1770, -2, 7, 3, 0.9
41	CCC(=O)Nc1ccc2c(c1)ncn2C
→ -11, 0.18, 3, 4, 1, 1.1, 1468, -6, 11, 3, 1
42	CC(=O)c1ccc(Cc2cnc(N)s2)cc1
→ -47, x, 5, 9, 1, 0.9, 1599, 7, 5, -2, 0.9
43	O=C(O)C1CC=CCC1C(=O)Nc1ccccc1Cl (stereo not given)
→ -1, -0.51, 14, 4, 1, 1, 1469, 1, 11, 6, 0.9
44	COc1ccccc1NC(=O)C1CCCN1C(=O)NCc1ccccc1 (stereo not given)
→ -22, x, 13, -3, 1, 1, 1590, 1, 4, 6, 0.9
45	O=C(Nc1ccccc1-c1ccccc1)c1cccs1
→ -20, -3.7*, 8, 8, 0.9, 1, 1623, 0, 10, 8, 0.9
46	CCCCSc1nnc(-c2ccc(C)cc2)o1
→ -38, x, 9, -1, 0.9, 0.9, 1722, 12, -2, 7, 0.9
